SW480 rereplic: inducers of DNA re-replication in SW480 colon cancer cells; SW480 DNA re-replication, Hoechst DNA content imaging, 48 h; Potency, µM (series often up to 46.1 µM), for the others: at the top dose re-replication activation, most hits filed as activators; 340,000 compounds, 1.8% hits; AID 624297; also: potency is read from the fitted curve at half-maximal effect; % of control where 0% means no effect; nearly all actives have a fitted effect of over 55% in size
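DNA re-replication was detected as more nuclei of elevated Hoechst intensity after 48 hr exposure to compound (23 nL pinned per well of 250 cells).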
KB-V1 cytotox: KB-V1 MDR subline cytotoxicity; KB-V1 MDR cells viability, CellTiter-Glo, 72 h; Potency, µM (top dose mostly 46.1 µM), without a hit: at the highest dose activity change, negative = cytotoxicity, actives largely listed as cytotoxic; 400,000 compounds, 3.4% hits; AID 1347076; also: potency is read from the fitted curve at half-maximal effect; % is scaled to controls: 0 for no effect and ±100 for the full control effect; nearly all actives have a fitted effect of over 60% in size
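KB-V1 MDR subline cells in DMEM (phenol-red free, 10% FBS) exposed to compounds in qHTS concentration series for 72 h at 37 degrees C. Viability read by CellTiter-Glo luminescence; concentration-effect curves fitted after normalization and correction.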
D3 ag: D3 dopamine receptor (human) agonism. P35462. D3R DiscoveRx beta-arrestin cells, luminescence, 90 min. max activation, %. 410,000 compounds, 0.58% hits; in the data active = max activation above about 30%; also: 0% is about no effect; mostly tested at two doses, the higher about 12 µM
Target sequence (P35462 whole entry, looked up): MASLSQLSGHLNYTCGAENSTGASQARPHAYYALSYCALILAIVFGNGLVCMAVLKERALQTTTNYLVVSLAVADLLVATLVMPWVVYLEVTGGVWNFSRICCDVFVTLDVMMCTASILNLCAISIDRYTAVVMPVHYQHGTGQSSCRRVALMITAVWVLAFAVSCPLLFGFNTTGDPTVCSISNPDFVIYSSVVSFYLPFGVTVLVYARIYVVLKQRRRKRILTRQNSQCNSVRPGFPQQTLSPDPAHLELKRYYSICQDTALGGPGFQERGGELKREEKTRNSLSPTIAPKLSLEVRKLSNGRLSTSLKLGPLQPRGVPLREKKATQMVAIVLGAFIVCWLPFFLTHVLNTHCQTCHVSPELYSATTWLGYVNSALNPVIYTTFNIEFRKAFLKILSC
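Agonist mode: compounds and dopamine controls were applied to plated cells for 90 min at 37 degrees C after an overnight attachment at 1500 cells/well. Luminescent read-out followed 30 - 60 minutes at room temperature with DiscoveRx detection reagent.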
GLP1R cytotox: cytotoxicity in counter-screen for GLP-1R inverse agonists. HEK293 cAMP-luciferase reporter cells, luminescence, 24 h. Potency, µM (doses to about 38.3 µM), inactives show top-dose activity change, negative = inhibition, actives largely listed as inhibitors. 410,000 compounds, 0.13% hits. AID 624418;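 also: loss of luciferase light is scored as toxicity; potency is read from the fitted curve at half-maximal effect; % is scaled to controls: 0 for no effect and ±100 for the full control effect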
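To flag toxic compounds, the library was rerun on cells for 24 hr at 37 deg C and 5% CO2. Viability-linked luminescence was captured 12 min after adding luciferase detection reagent.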
HT1080 IDH1KD tx: toxicity to HT-1080 IDH1 knockdown cells (counter line). HT-1080 IDH1 knockdown viability, ATP luminescence, 48 h. Potency, µM (highest dose often 46.1 µM), inactives show top-dose activity, negative = toxicity, most hits filed as cytotoxic. 360,000 compounds, 2% hits;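 also: potency is read from the fitted curve at half-maximal effect; 0% = DMSO wells and -100% = cell-free medium wells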
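Luminescent ATP read-out (CellTiter-Glo, 10 min at room temperature) after 48 h compound exposure at 37 °C gave viability of IDH1-knockdown HT-1080 cells. Activity was normalised to DMSO and cell-free wells, then fitted as concentration-response curves.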
HT1080-NT tox: kills 2HG-producing HT-1080-NT fibrosarcoma cells; AID 686970; HT-1080-NT fibrosarcoma viability, CellTiter-Glo ATP luminescence, 48 h; Potency, µM (doses to about 46.1 µM), for the others: at the top dose activity, negative = less viability, most hits filed as cytotoxic; 360,000 compounds, 1.6% hits;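 also: NT is the 2HG producing partner of a matched IDH1 knockdown line; potency is read from the fitted curve at half-maximal effect; 0% = DMSO-treated cells and -100% = media-only wells without cells; nearly all actives have a fitted effect of over 55% in size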
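Viability by CellTiter-Glo luminescence after 48 h compound exposure at 37C of HT-1080-NT cells (750/well, RPMI, 5% FBS). % activity scaled between DMSO wells and medium-only wells, then curve-fitted and categorized by curve class.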
MCF10A rerep: inducers of DNA re-replication in MCF 10A breast cells; MCF 10A DNA re-replication, Hoechst nuclear intensity, 48 h; Potency, µM (titrated, usually from 46.1 µM), for inactives: at the top dose activity, positive = re-replication, usual class: activators; 350,000 compounds, 2.9% hits; also: potency is read from the fitted curve at half-maximal effect; % of control where 0% means no effect; nearly all actives have a fitted effect of over 50% in size
KB-3-1 tox: KB-3-1 parental cell cytotoxicity. AID 1347075. 400,000 compounds, 1.4% hits. KB-3-1 viability, CellTiter-Glo ATP luminescence, 72 h. Potency, µM (doses to about 46.1 µM), without a hit: top-dose activity change, negative = cytotoxic, usual class: cytotoxic; also: potency is read from the fitted curve at half-maximal effect; % is scaled to controls: 0 for no effect and ±100 for the full control effect; nearly all actives have a fitted effect of over 60% in size
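KB-3-1 parental drug-naive adenocarcinoma cells in DMEM/10% FBS, incubated 72 h at 37 C with pin-transferred compounds across a concentration series. Viability by CellTiter-Glo luminescence; concentration-response curves fitted after normalization.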
IL-1B inflam inh: inhibitors of inflammasome signaling (IL-1 beta secretion). THP-1 LPS/ATP IL-1B secretion, AlphaLISA, 16 h; active compounds read low. AID 743279. activity change, % at 57.5 µM. 360,000 compounds, 4.7% hits; in the data active = activity change below about -50%; inconclusive = mostly about -30% to -49%; also: % is scaled to controls: 0 for no effect and ±100 for the full control effect
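THP-1 cells pretreated 1 hr with compounds (up to 57.5 uM final), then stimulated with LPS (250 ng/mL final) plus ATP (1.25 mM final); secreted IL-1B measured by AlphaLISA after 16 hr, decreased signal indicating inhibition.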
An asterisk follows results filed as active; ? = inconclusive; / = not tested or not shown; [ ] = dose if it differs, or a comment. Unless noted, calls follow the shape of the dose curve; as a rule, active = well fitted curve in the direction sought with a large enough effect; inconclusive = small, poorly fitted or top-dose-only effect, or another doubt; inactive = no such curve, though single readings can be large; an effect the other way counts as inactive or inconclusive.

SMILES	SW480 rereplic	KB-V1 cytotox	D3 ag	GLP1R cytotox	HT1080 IDH1KD tx	HT1080-NT tox	MCF10A rerep	KB-3-1 tox	IL-1B inflam inh
Cc1nnc(N2CCCC(C(=O)NCCN(C)C)C2)c2nn(-c3ccccc3)c(C)c12 (stereo unspecified)	/	?	-11	0%	/	/	/	5%	/
COc1ccc(N2CCN(c3ncnc4nc[nH]c34)CC2)cc1	-1%	-3%	-6	-12%	0%	0%	0%	-2%	-6
CNc1cc(=O)n(C)c(=O)n1-c1ccccc1	-10%	?	6	6%	-6%	-10%	0%	-8%	1
OCCN1CCN(C(=S)Nc2ccccc2)CC1	-2%	-20%	2	-6%[7.66 µM]	21%	11%	-2%	-22%	5
COc1ccc(-c2c3c(=O)n(C)c(=O)n(C)c3cn2NC(C)=O)cc1	12%	17%	-6	20%	2%[9.24 µM]	-2%	10%	6%	16
O=[N+]([O-])c1ccc(S(=O)(=O)NCC(c2cccnc2)N2CCc3ccccc32)cc1 (stereo unspecified)	4%	?	-4	-1%	-8%	-2%	3%	?	-11
O=C(CN(Cc1ccco1)C(=O)CNS(=O)(=O)c1ccccc1)NC1CCCCC1	-8%	17%	5	13%	-4%	0%	-5%	-1%	-16
CCOc1ccccc1CNC(=O)c1cc2n(n1)CCCN(Cc1ccc(C)cc1)C2=O	/	0%	2	-8%	/	/	/	-26%	/
CCN1CCC(N(Cc2cccc(OC)c2)C(=O)Nc2cccc(C(F)(F)F)c2)CC1	/	6%	5	-1%	/	/	/	-3%	/
Cn1c(=O)[nH]c(=O)c2c1nc(N1CCCCC1)n2CCSc1ncccn1	-15%	-5%	-2	1%	-1%	-2%	8%	2%	-17
O=C(Cn1cc2c(n1)CCCCC2)NC1CCCCCC1	5%	4%	-2	-1%	3%	20%	16%	-7%	4
CN(C(=O)COC(=O)c1ccccc1SCC(=O)NC1CCCCCCC1)C1CCS(=O)(=O)C1 (stereo unspecified)	-3%	-9%	3	1%	8%	9%	6%	-1%	8
O=C1C=CN(C(=O)Oc2ccccc2)CC1	?	-26%	6	-6%	21%	9%	26%	16%	10
O=C(O)Cn1c(SC2CCCCC2)nc2ccccc21	1%	6%	-7	-11%	10%	11%	0%	-1%	9
Cc1ccc(NC(=O)COC(=O)Cn2ccc(=O)[nH]c2=O)cc1C	-5%	2%	4	-4%	0%	2%	-5%	-2%	16
CN(C)c1c(N)[nH]c2c(c1=O)c(=O)n(C)c(=O)n2C	?	-23%	0	5%	1%	9%	3%	29%	-13
COc1ccc(C(=O)NC(CC(=O)O)c2cc([N+](=O)[O-])ccc2Cl)c(SC)c1 (stereo unspecified)	-7%	-15%	-7	11%	-16%	2%	-4%	-2%	8
Cn1c(SCC(=O)NCc2ccc3c(c2)OCO3)nnc1C1COc2ccccc2O1 (stereo unspecified)	-3%	12%	0	6%	-11%	0%	16%	14%	-9
Cc1cc(Nc2ccccc2F)n2nc(-c3ccccc3)nc2n1	/	-4%	5	3%	/	/	/	1%	/
C[C@@H]1CN([C@H](C)CO)C(=O)c2cc(Br)cnc2O[C@@H]1CN(C)C(=O)Nc1ccccc1	/	10%	-5	-6%	7%	14%	/	24%	19
CCCCNc1c(-c2ccc(SC3CCCCC3)c(OC)c2)nc2ccc(Cl)cn12	-3%	-14%	-18	20%	-8%	-2%	?	-22%	-19
CCn1c(COc2cccc3cccnc23)nnc1SC(F)F	?	?	-9	-2%	17%	-4%	23%	3%	-10
COc1ccc(S(=O)(=O)N2c3ccccc3OCC2C)cc1 (stereo unspecified)	2.6µM*	?	-7	-21%	0.65µM*	0.65µM*	1.3µM*	1.2µM*	74
COc1ccccc1N1CCN(c2ncnc3onc(C)c23)CC1	/	?	1	-1%	/	/	/	-13%	/
CSc1nc(SCc2ccccc2)[nH]c(=O)n1	/	16%	6	5%	-3%	3%	/	-4%	-15
CCOC(=O)C1(C)NC(c2ccc(N(C)C)cc2)C2C(=O)N(CC)C(=O)C21 (stereo unspecified)	-1%	7%	3	-25%	21%	12%	8%	5%	-7
Cc1csc(SCCn2c(N3CCN(c4ccccc4)CC3)nc3c2c(=O)[nH]c(=O)n3C)n1	-5%	21µM*	5	-8%	6%	-5%	?	0%	-4
COc1ccc(CNC(=O)c2ccc(CNc3c(NC4CCCCC4)c(=O)c3=O)cc2)cc1	-21%	0%	-2	3%	-16%	-21%	0%	11%	-6
COc1cc2c(cc1OC)CN(C(=O)C1CCCN(C(=O)c3ccc(Cl)cc3)C1)CC2 (stereo unspecified)	-6%	-12%	2	-9%	-1%	3%	0%	?	31
COc1cc2[nH]c(=O)n(Cc3ccc(C(=O)NCc4ccccc4)cc3)c(=O)c2cc1OC	/	?	5	-17%	/	/	/	12%	/

The final two entries of the section before are carried over, then new ones follow:
SMILES	SW480 rereplic	KB-V1 cytotox	D3 ag	GLP1R cytotox	HT1080 IDH1KD tx	HT1080-NT tox	MCF10A rerep	KB-3-1 tox	IL-1B inflam inh
COc1cc2c(cc1OC)CN(C(=O)C1CCCN(C(=O)c3ccc(Cl)cc3)C1)CC2 (stereo unspecified)	-6%	-12%	2	-9%	-1%	3%	0%	?	31
COc1cc2[nH]c(=O)n(Cc3ccc(C(=O)NCc4ccccc4)cc3)c(=O)c2cc1OC	/	?	5	-17%	/	/	/	12%	/
Cc1nc2ccc(S(=O)(=O)Nc3cccc(-c4nc5cccnc5s4)c3C)cc2s1	6%	-4%	-4	7%	-3%	-16%	11%	-1%	41
CC(C)C[C@H]1CN(CCCC[C@@H]2CNC(=O)C(=O)N2CCc2ccccc2)C(=O)C(=O)N1CCc1ccc(O)cc1	/	1%	-13	5%	?	-1%	/	24%	-23
Nc1cccnc1S(=O)(=O)c1cccc(C(F)(F)F)c1	2.9µM*	10%	-7	1%	-6%	-3%	-2%	0%	-15
O=C(Cc1ccc(F)cc1)N[C@@H]1c2ccccc2CC[C@@H]1O	-5%	0%	6	2%	5%	0%	?	0%	6
CS(=O)(=O)N(CC(=O)NC1CC2CCC1C2)c1cccc(C(F)(F)F)c1 (stereo unspecified)	-9%	-6%	-1	-13%	-1%	2%	1%	10%	5
O=C(Nc1cccc(S(=O)(=O)N2CCOCC2)c1)c1cnn2c(C(F)F)cc(-c3ccccc3)nc12	-2%	-7%	-5	-1%	9%	7%	-27%	1%	42
CCOC(=O)c1c(NC(=O)CN2CCN(c3ccc(Cl)cc3)CC2)sc(C)c1C	?	2%	9	-7%	28%	0%	?	13%	19
Cc1noc2ncnc(N3CCCC(C(=O)NCCC(C)C)C3)c12 (stereo unspecified)	/	?	12	-1%	/	/	/	-4%	/
COc1ccc(OC)c(C(=O)COC(=O)COc2ccccc2F)c1	-6%	12%	7	1%	0%	6%	-3%	14%	1
Cc1cccc(NC(=O)CSCC(=O)Nc2cc(Cl)ccc2N2CCOCC2)c1	-3%	0%	-1	3%	-3%	-4%	5%	1%	-1
CSc1nc(N)c2cn[nH]c2n1	-7%	25%	1	0%	25%	12%	1%	0%	15
CCOC1=C/C(=C/c2c(N)n3nc(CC(=O)N4CCCC4)sc3nc2=O)C=CC1=O	-19%	0%	-1	248%[activator]	0%	8%	0%	?	5
O=C(C1CCC(Cn2c(=S)[nH]c3ccccc3c2=O)CC1)N1CCN(c2ccccc2)CC1 (stereo unspecified)	0%	-8%	4	-5%	-26%	-3%	?	-14%	9
COc1c(C)cc(C(=O)C2CCCN(C(=O)c3snnc3C)C2)cc1C (stereo unspecified)	20%	-14%	-1	10%	19%	4%	-21%	10%	9
CC1=C(C(=O)N(C)C)CC(CC(=O)NC(c2ccccc2)c2ccccc2)C(=O)N1Cc1ccc(C(C)(C)C)cc1 (stereo unspecified)	/	-1%	-11	-18%	-24%	?	/	23%	-6
COC(=O)c1ccc(CSCc2ccc(C(=O)OC)o2)o1	7%	-2%	-10	7%	-5%	-3%	10%	0%	8
COc1ccc(CC(=O)NNc2ncnc3c2cnn3-c2ccc(C)cc2)cc1OC	-2%	0%	-1	-2%	-13%	-4%	-5%	15%	14
CCOc1cc(OCC)cc(C(=O)N2CCC[C@H]2C(=O)N2CCC[C@H]2C(=O)NCc2cccc(OC)c2)c1	/	6%	-3	1%	6%	2%	/	23%	33
Cc1ccc(N2CCN(S(=O)(=O)c3cccs3)CC2C)cc1 (stereo unspecified)	?	?	3	6%	?	-23%	24%	?	?
Cc1ccc(N=Nc2c(N)nn3c(N)c(C#N)c(C)nc23)cc1	4%	9%	-1	-24%	-27%	?	?	-4%	-3
Clc1ccc(-c2nc3ncccn3c2Nc2ccc3c(c2)OCO3)cc1	1%	-11%	-3	8%	15%	3%	?	11%	-6
CCN(CC)C(=O)CC(c1ccc(N(C)C)cc1)c1c(OC)cc(OC)c2ccc(=O)oc12 (stereo unspecified)	1%	-5%	-22	2%	0%	3%	-6%	-4%	-11
CN(C)S(=O)(=O)c1ccc(/C(O)=C2/C(=O)C(=O)N(Cc3cccnc3)C2c2ccco2)cc1 (stereo unspecified)	-5%	24%	-2	15%	12%	14%	0%	-1%	-5
Cc1ccc(S(=O)(=O)Nc2cccnc2)cc1C	-1%	3%	9	9%	2%	9%	-3%	1%	8
CC1=C(OC(=O)c2ccc(Br)cc2)C(C)(C)C(c2ccccc2)OC1=O (stereo unspecified)	-4%	?	1	-5%	12%	16%	-9%	16%	15
CN(C(=O)c1ccc(NC(=O)Cc2ccc(NC(=O)C3CCN(C(=O)c4ccccc4)CC3)cc2)cc1)C1CCCC1	-20%[9.22 µM]	17%	2	0%	-17%	-1%	-7%	0%	4

Source: PubChem (National Center for Advancing Translational Sciences (NCATS))

Not a hit list; overall some 11% were active at least once.
